IDH1 R132H inh = human IDH1 R132H inhibition; O75874; IDH1-R132H enzyme, NADPH consumption, diaphorase/resazurin fluorescence; Potency, µM (doses to about 76.6 µM), inactives show at the top dose activity change, negative = inhibition, usual class: inhibitors; actives 0.093% (n = 390,000); AID 602179; further: potency means the concentration at half of the fitted maximal effect; on the % scale 0 is the no-effect control and ±100 the full control effect; nearly all actives have a fitted effect of over 65% in size
Target sequence (O75874 whole entry R132H, stated change not applied): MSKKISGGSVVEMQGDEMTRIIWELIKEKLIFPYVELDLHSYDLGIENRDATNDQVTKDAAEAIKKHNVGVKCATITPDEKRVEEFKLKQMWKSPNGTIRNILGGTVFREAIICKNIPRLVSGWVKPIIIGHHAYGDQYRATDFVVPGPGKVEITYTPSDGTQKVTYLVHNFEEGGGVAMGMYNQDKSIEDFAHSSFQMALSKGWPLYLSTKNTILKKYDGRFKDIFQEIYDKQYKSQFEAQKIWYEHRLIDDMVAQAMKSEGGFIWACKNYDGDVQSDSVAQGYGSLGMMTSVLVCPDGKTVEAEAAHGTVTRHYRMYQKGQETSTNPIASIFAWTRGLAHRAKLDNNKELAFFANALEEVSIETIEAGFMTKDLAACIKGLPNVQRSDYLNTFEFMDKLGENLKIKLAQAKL
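IDH1-R132H (0.5 ug/mL) preincubated 30 min with compound, then NADPH (0.016 mM) and alpha-KG (2 mM) added; 80 min at RT, pH 7.5. Remaining NADPH coupled via diaphorase/resazurin to fluorescence (540/590 nm); concentration-response curves normalized to no-enzyme control.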
TrxR1 substrate = rat thioredoxin reductase 1 substrate activity | O89049 | purified TrxR1 substrate turnover, NADPH consumption readout | Potency, µM (highest dose often 114 µM), for inactives: at the highest dose activity change, negative = substrate turnover | actives 0.01% (n = 390,000) | AID 588456; further: potency means the concentration at half of the fitted maximal effect; on the % scale 0 is the no-effect control and ±100 the full control effect; nearly all actives have a fitted effect of over 50% in size
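Rat TrxR1, dispensed at 90 nM, was prereduced with 400 uM NADPH (final) for 5 min at ~22 deg C, then incubated with compound 15 min before 400 uM selenite. A first-read NADPH fluorescence drop versus no-compound background flagged substrates.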
RXFP1 agonist = activates the human relaxin receptor RXFP1. HEK293T-RXFP1 cAMP TR-FRET, 30 min; response scale: percent of porcine relaxin response, buffer zero. actives 0.3% (n = 370,000). Potency, µM (top dose mostly 57.5 µM), for inactives: at the highest dose activation, most hits filed as activators; further: potency means the concentration at half of the fitted maximal effect; on the % scale 0 is the no-effect control and ±100 the full control effect; nearly all actives have a fitted effect of over 60% in size; many of its hits are not listed in these tables
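cAMP rise read by TR-FRET after 30 min, 37C compound exposure (up to 58 uM) in RXFP1-transfected HEK293 cells with Ro 20174 present. EC50 from Hill-equation fits, with 29 nM porcine relaxin as 100% and buffer as basal.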
Vif-A3F inh = blocks the Vif interaction with APOBEC3F. Potency, µM (top dose mostly 46.1 µM), for the others: at the highest dose activity, negative = active. actives 0.2% (n = 390,000). HeLa A3F-eYFP + Vif (tagged APOBEC3F with the HIV-1 protein that degrades it), YFP fluorescence increase; further: potency means the concentration at half of the fitted maximal effect; % of control where 0% means no effect; nearly all actives have a fitted effect of over 65% in size
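HeLa cells stably expressing A3F-eYFP plus Vif, plated and incubated overnight at 37 deg C, then exposed to compounds overnight at 37 deg C. Blocked degradation read as raised yellow fluorescence (Ex 488/Em 500-530).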
LDHA inh = inhibitors of human lactate dehydrogenase A; P00338; purified LDHA, NADH/diaphorase-resazurin fluorescence; stronger effect = lower value; activity change, % (values are at about 110 or 230 µM); actives 0.15% (n = 480,000); in the data active means activity change below about -30%; inconclusive means mostly about -25% to -30%;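 further: plate controls were DMSO wells for no effect and wells without enzyme for full effect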
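Enzyme activity of human lactate dehydrogenase 5 (2 nM; 0.06 mM NADH, 0.2 mM pyruvate, 5 min, RT) is measured via a resazurin/diaphorase fluorescence readout of residual NADH.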
GRP78 ERSR act = ER stress response induction in glioma; U87-MG GRP78 promoter luciferase reporter, 16 h; Potency, µM, without a hit: at the highest dose activation, most hits filed as activators; actives 0.02% (n = 420,000); further: potency means the concentration at half of the fitted maximal effect; series mostly up to about 76 µM; % of control where 0% means no effect; nearly all actives have a fitted effect of over 35% in size
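Stably transfected U87-MG human glioma cells carrying a GRP78-based luminescent sensor were seeded at 1000 cells/well, pin-dosed with compounds and incubated 16 h. Luciferase reagent was then added, and end-point luminescence was read after 10 min at room temperature.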
PI4K2A inh = PI4K2A (human) kinase inhibition. Q9BTU6. purified PI4K2A, ADP-Glo luminescence, 1 h; stronger effect = lower value. activity change, negative = inhibition, % at 76.9 µM. actives 0.13% (n = 420,000); in the data active means activity change below about -50%; inconclusive means mostly about -30% to -49%;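 further: -100% = wells without enzyme as full effect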
Target sequence (Q9BTU6 whole entry, looked up): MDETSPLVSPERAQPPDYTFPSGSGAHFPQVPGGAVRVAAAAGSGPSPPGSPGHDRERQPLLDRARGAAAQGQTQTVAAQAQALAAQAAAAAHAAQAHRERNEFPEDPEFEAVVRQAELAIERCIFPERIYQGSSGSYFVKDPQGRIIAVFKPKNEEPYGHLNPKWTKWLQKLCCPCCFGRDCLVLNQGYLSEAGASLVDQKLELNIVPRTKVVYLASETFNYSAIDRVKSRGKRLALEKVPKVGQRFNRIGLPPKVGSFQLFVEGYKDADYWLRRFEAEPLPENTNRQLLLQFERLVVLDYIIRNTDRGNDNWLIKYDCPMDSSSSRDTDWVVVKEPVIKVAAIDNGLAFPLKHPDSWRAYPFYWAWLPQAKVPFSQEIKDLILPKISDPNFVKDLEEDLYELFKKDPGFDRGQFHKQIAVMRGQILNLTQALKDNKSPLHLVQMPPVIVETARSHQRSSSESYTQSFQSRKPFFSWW
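Compounds are screened against recombinant PI4K2A using PI as substrate and ATP, the latter dispensed at 300 microM. Reactions run one hour at ambient temperature before ADP-Glo detection; full inhibition defined by wells lacking enzyme.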
Vif-A3G inh = Vif-A3G binding inhibition | HeLa A3G-eYFP + Vif (tagged APOBEC3G with the HIV-1 protein that degrades it), YFP fluorescence, overnight | Potency, µM (top dose mostly 46.1 µM), without a hit: top-dose activity, negative = active, usual class: inhibitors | Q9HC16 | AID 602310 | actives 0.076% (n = 410,000);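 further: potency means the concentration at half of the fitted maximal effect; on the % scale 0 is the no-effect control and ±100 the full control effect; nearly all actives have a fitted effect of over 60% in size; hits raise eYFP signal because A3G escapes Vif-driven loss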
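HeLa cells stably expressing Vif and C-terminally eYFP-tagged A3G, seeded overnight at 37 deg C, then exposed to compound by pintool overnight at 37 deg C. Rise in yellow fluorescence (Ex 488/Em 500-530, Acumen) marks blocked Vif-driven A3G degradation.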
USP1-UAF1 inh = USP1/UAF1 (human) deubiquitinase inhibition. O94782. recombinant USP1/UAF1, Ub-Rhodamine cleavage fluorescence. Potency, µM (doses to about 57.1 µM), for the others: at the top dose activity change, negative = inhibition, actives largely listed as inhibitors. actives 0.23% (n = 390,000); further: potency means the concentration at half of the fitted maximal effect; on the % scale 0 is the no-effect control and ±100 the full control effect; nearly all actives have a fitted effect of over 60% in size; inactives centre near -12
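Step one: compound is pinned into 1nM USP1/UAF1 in HEPES pH 7.8 buffer with TCEP. Step two: 15 min room-temperature incubation. Step three: Ub-Rho (150nM final) starts cleavage, tracked by fluorescence over six one-minute reads.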
* marks the source's active call; other numbers are inactive results; & = joins results of further samples; [ ] = remark or other dose. Unless noted, the call rests on the fitted dose curve; in most records, active means well fitted curve in the direction sought with a large enough effect; inconclusive means small, poorly fitted or top-dose-only effect, or another doubt; inactive means no such curve, though single readings can be large; an effect the other way counts as inactive or inconclusive.

`CC1(c2ccc3c(c2)OCO3)NC(=O)N(CC(=O)NCCC2=CCCCC2)C1=O` (stereo not drawn) gave IDH1 R132H inh 4.9%, TrxR1 substrate 4.0%, RXFP1 agonist -0.9%, Vif-A3F inh -11.8%, LDHA inh -0.6, GRP78 ERSR act -4.5%, PI4K2A inh -0.8, Vif-A3G inh 2.2% and USP1-UAF1 inh -9.3%.
Screening CCN(Cc1ccccc1)C(=O)CCS(=O)(=O)c1ccc2c(c1)CCN2C(C)=O returned IDH1 R132H inh 1.6%&-9.8%, TrxR1 substrate 7.2%[57.1 µM], RXFP1 agonist -2.3%&-1.0%, Vif-A3F inh -1.2%&0.1%, LDHA inh -2.7&-7.6, GRP78 ERSR act -4.3%&0.4%, PI4K2A inh 1.9&3.2, Vif-A3G inh 3.0%&-1.7% and USP1-UAF1 inh -2.4%&-12.4%.
`C=CCN(CC=C)C(=O)C1CCC(C(=O)N(CC=C)CC=C)CC1` (stereo not drawn) gave IDH1 R132H inh 6.5%, TrxR1 substrate -0.1%[57.1 µM], RXFP1 agonist -0.4%, Vif-A3F inh -8.7%, LDHA inh -1.8, GRP78 ERSR act -5.4%, PI4K2A inh -2.6, Vif-A3G inh -4.9% and USP1-UAF1 inh -9.6%.
Screening O=C(Oc1ccc(F)cc1)c1nc(SCc2ccccc2F)ncc1Cl returned IDH1 R132H inh 12.5%, TrxR1 substrate 8.9%, RXFP1 agonist 1.1%, Vif-A3F inh 0.0%, LDHA inh 15.5, GRP78 ERSR act 3.4%, PI4K2A inh -7.3, Vif-A3G inh 4.5% and USP1-UAF1 inh -7.2%.
For O=C(Nc1ccc(Cl)cc1C(=O)Nc1ccncc1)c1ccco1 the results were IDH1 R132H inh -2.1%, TrxR1 substrate -2.7%, RXFP1 agonist -1.7%, Vif-A3F inh 1.3%, LDHA inh -8.2, GRP78 ERSR act -5.0%, PI4K2A inh -1.1, Vif-A3G inh 1.8% and USP1-UAF1 inh -15.8%.
`CCOC(=O)N1CCN(c2cc(N(C)CCO)c([N+](=O)[O-])c3nonc23)CC1` gave IDH1 R132H inh 10.3%, TrxR1 substrate -20.7%, RXFP1 agonist 24.6%, Vif-A3F inh -0.3%, LDHA inh 2.2, GRP78 ERSR act -3.9%, PI4K2A inh -2.7, Vif-A3G inh 1.1% and USP1-UAF1 inh -26.6%.
`Cc1cccc(S(=O)(=O)NC(=O)C2(C)CCN2C(=O)Cc2ccc(-c3ccccc3)cc2)c1` (stereo not drawn) gave LDHA inh -10.7, GRP78 ERSR act -0.8%, PI4K2A inh -0.6 and Vif-A3G inh -1.5%.
Screening Cc1nc2ccc(C(=O)N(C)Cc3ccco3)cn2c1N(C)CC1CCCCC1 returned LDHA inh 0.7, GRP78 ERSR act -0.8%, PI4K2A inh 1.4 and Vif-A3G inh 4.4%.
C=CCn1c(SCC(=O)NCCO)nc2sc(C)c(C)c2c1=O was read as IDH1 R132H inh -9.0%, TrxR1 substrate -0.3%[57.1 µM], RXFP1 agonist 5.1%, Vif-A3F inh 1.0%, LDHA inh -4.6, GRP78 ERSR act 5.5%, PI4K2A inh 7.4, Vif-A3G inh 4.9% and USP1-UAF1 inh -9.5%.
Screening CCCN(C(=O)c1cn(-c2ccccc2)nc1-c1ccc(OC)cc1)C1CCS(=O)(=O)C1 (stereo not drawn) returned IDH1 R132H inh 7.1%, TrxR1 substrate -6.8%, RXFP1 agonist -0.2%, Vif-A3F inh -22.8%, LDHA inh -8.1, GRP78 ERSR act 0.5%, PI4K2A inh -3.2, Vif-A3G inh -0.6% and USP1-UAF1 inh -7.1%.
Screening CC(Nc1ccc2c(c1)OCCO2)C(=O)N1c2ccccc2CC1C (stereo not drawn) returned IDH1 R132H inh 11.8%, TrxR1 substrate -3.4%, RXFP1 agonist 6.4%, Vif-A3F inh -5.9%, LDHA inh 10.9, GRP78 ERSR act -6.2%, PI4K2A inh -3.9, Vif-A3G inh -3.4% and USP1-UAF1 inh -0.7%.
COc1cc(Cl)cc(C(c2c(C(=O)O)[nH]c3ccccc23)c2c(C(=O)O)[nH]c3ccccc23)c1O was read as IDH1 R132H inh -3.7%, TrxR1 substrate -4.1%, RXFP1 agonist -0.4%, Vif-A3F inh 10.4%, LDHA inh 2.8, GRP78 ERSR act -6.5%, PI4K2A inh -7.5, Vif-A3G inh 2.5% and USP1-UAF1 inh inconclusive.
COc1cc(Cl)cc(/C=C/c2ccc3ccccc3n2)c1OC(C)=O was read as IDH1 R132H inh 7.5%, TrxR1 substrate 24.7%, RXFP1 agonist 7.0%, Vif-A3F inh -10.9%, LDHA inh 2.3, GRP78 ERSR act -3.9%, PI4K2A inh -0.9, Vif-A3G inh -13.5% and USP1-UAF1 inh -20.6%.
For CN1C(=O)C2(c3ccccc31)N(c1cccc(C(F)(F)F)c1)C(=O)CS2(=O)=O (stereo not drawn) the results were IDH1 R132H inh -1.4%, TrxR1 substrate -6.8%, RXFP1 agonist -2.0%, Vif-A3F inh 5.1%, LDHA inh 1.5, GRP78 ERSR act -2.5%, PI4K2A inh -12.3, Vif-A3G inh -0.5% and USP1-UAF1 inh -20.8%.
O=C(Nc1cccc(-c2ccc(N3CCOCC3)nn2)c1)c1ccc([N+](=O)[O-])cc1 was read as IDH1 R132H inh -4.8%, TrxR1 substrate -2.9%, RXFP1 agonist -0.4%, Vif-A3F inh 2.9%, LDHA inh -4.8, GRP78 ERSR act -2.0%, PI4K2A inh 1.7, Vif-A3G inh -2.5% and USP1-UAF1 inh -26.8%.
For CCOC(=O)C1(Cc2ccccc2)CCN(Cc2cnn(C(C)C)c2)CC1 the results were IDH1 R132H inh 6.1%, TrxR1 substrate -10.7%[57.1 µM], RXFP1 agonist -4.2%, Vif-A3F inh 5.0%, LDHA inh -4.7, GRP78 ERSR act -2.3%, PI4K2A inh -8.8, Vif-A3G inh -4.4% and USP1-UAF1 inh -14.5%.
For COc1ccc(OC)c(NC(=O)Cc2c(C)n(C(=O)c3ccc(Cl)cc3)c3ccc(OC)cc23)c1 the results were TrxR1 substrate -6.8%, RXFP1 agonist 0.2%, LDHA inh -1.9, PI4K2A inh 2.2 and USP1-UAF1 inh -12.9%.
Cc1csc(C)[n+]1CC(=O)c1ccccc1 was read as IDH1 R132H inh 4.3%, TrxR1 substrate 10.0%[57.1 µM], RXFP1 agonist -4.2%, Vif-A3F inh -7.2%, LDHA inh -3.4, GRP78 ERSR act -2.0%, PI4K2A inh -0.1, Vif-A3G inh -5.7% and USP1-UAF1 inh -7.8%.
For CCCCN(C(=O)C1CC(=O)N(c2ccc3c(c2)OCCO3)C1)c1c(N)n(CCC)c(=O)[nH]c1=O (stereo not drawn) the results were IDH1 R132H inh -3.6%, TrxR1 substrate 5.2%, Vif-A3F inh -16.5%, LDHA inh -13.4, GRP78 ERSR act 0.8%, PI4K2A inh 7.4, Vif-A3G inh -2.1% and USP1-UAF1 inh -15.3%.
`COc1cc(NS(=O)(=O)c2ccc(C)cc2C)cc(OC)c1OC` gave IDH1 R132H inh 5.4%, TrxR1 substrate -7.7%, RXFP1 agonist 1.7%, Vif-A3F inh -4.8%, LDHA inh 5.0, GRP78 ERSR act -6.4%, PI4K2A inh 1.7, Vif-A3G inh -20.9% and USP1-UAF1 inh -21.6%.
For O=C(CCc1nc2ccccc2c(=O)[nH]1)NC1CCN(Cc2ccccc2)CC1 the results were IDH1 R132H inh 0.9%, TrxR1 substrate -5.2%, RXFP1 agonist -0.4%, Vif-A3F inh -6.0%, LDHA inh -11.4, GRP78 ERSR act -3.6%, PI4K2A inh -8.1, Vif-A3G inh -0.8% and USP1-UAF1 inh -0.2%.
Screening CCOC(=O)N1CCC(N2CCN(Cc3ccc(F)c(F)c3)C(CCO)C2)CC1 (stereo not drawn) returned IDH1 R132H inh -3.5%, TrxR1 substrate -3.2%, RXFP1 agonist -0.3%, Vif-A3F inh 4.2%, LDHA inh 0.2, GRP78 ERSR act -0.6%, PI4K2A inh -4.0, Vif-A3G inh 2.8% and USP1-UAF1 inh -8.1%.
Screening O=C(Cn1cnc2ccccc2c1=O)NCCC(=O)Nc1ccc(F)cc1 returned IDH1 R132H inh 0.0%&5.5%, TrxR1 substrate 1.0%&-5.7%, RXFP1 agonist 4.3%&-2.6%, Vif-A3F inh -7.7%&-4.2%, LDHA inh -6.4&-6.7, GRP78 ERSR act -2.9%&-3.4%, PI4K2A inh -7.1&0.3, Vif-A3G inh 1.1%&1.0% and USP1-UAF1 inh inconclusive.
For O=C(C1CCC(=O)N(C2CC2)C1)N1CCC(Oc2cccc(F)c2)CC1 (stereo not drawn) the results were IDH1 R132H inh -1.3%, TrxR1 substrate 0.0%, RXFP1 agonist 3.3%, Vif-A3F inh -2.7%, LDHA inh -3.0, GRP78 ERSR act -2.7%, PI4K2A inh -1.9, Vif-A3G inh 0.0% and USP1-UAF1 inh -5.7%.

Screening data from PubChem.

An excerpt, so the mix of outcomes need not match the whole.
